ABHD5 PLIN5 PPI = ABHD5-PLIN5 interaction inhibitors, primary screen, cell lysate, split luciferase complementation, luminescence; Perilipin-5 (Homo sapiens) + 1-acylglycerol-3-phosphate O-acyltransferase ABHD5 (Homo …; Split G. princeps luciferase complementation, 4 h; inhibition, % at 4 µM; actives 0.78% (n = 360,000); AID 602281, 2012;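 active = inhibition above the mean inhibition across every tested compound plus 3 SD, cut at about 22% in these data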;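 note: 0% = DMSO only wells and the 100% control is not disclosed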
Target sequence (Q00G26 whole entry, looked up): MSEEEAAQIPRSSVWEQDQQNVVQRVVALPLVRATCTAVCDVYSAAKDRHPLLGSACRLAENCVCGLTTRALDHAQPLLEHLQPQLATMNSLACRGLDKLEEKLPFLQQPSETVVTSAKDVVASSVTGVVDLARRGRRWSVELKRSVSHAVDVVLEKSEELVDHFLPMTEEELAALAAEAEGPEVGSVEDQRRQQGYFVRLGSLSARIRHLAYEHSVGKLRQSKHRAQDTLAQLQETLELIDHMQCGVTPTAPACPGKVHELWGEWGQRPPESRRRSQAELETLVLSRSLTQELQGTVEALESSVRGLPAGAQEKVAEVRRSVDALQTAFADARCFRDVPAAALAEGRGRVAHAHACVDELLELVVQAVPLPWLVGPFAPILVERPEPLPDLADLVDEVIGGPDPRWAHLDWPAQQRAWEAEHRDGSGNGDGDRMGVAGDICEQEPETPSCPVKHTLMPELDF
Target sequence (Q8WTS1 whole entry, looked up): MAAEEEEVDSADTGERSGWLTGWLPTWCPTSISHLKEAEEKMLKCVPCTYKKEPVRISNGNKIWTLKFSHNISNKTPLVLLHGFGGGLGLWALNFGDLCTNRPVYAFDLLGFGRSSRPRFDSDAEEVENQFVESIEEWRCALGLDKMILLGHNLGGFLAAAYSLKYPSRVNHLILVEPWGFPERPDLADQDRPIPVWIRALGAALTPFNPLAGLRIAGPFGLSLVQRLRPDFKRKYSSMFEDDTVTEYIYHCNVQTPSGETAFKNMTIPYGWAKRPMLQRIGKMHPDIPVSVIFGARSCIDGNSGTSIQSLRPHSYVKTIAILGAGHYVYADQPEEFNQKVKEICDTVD
aDG glyco up = activators of alpha-DG glycosylation, primary screen, uHTS, Pro5-aDG cells, AlphaScreen | alpha-DG glycosylation AlphaScreen (IIH6); 0% Pro5, 100% B10-LARGE cell signal | activation, % at 10 µM | actives 0.22% (n = 360,000);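 active = activation of at least 8% versus controls, or a plate z-score of at least 8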;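 note: Pro5 are CHO cells carrying HIG-tagged alpha-DG that lacks glycosylation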
hiPSC survival = enhancers of single-cell hiPSC survival, primary screen, ATPlite luminescence; 100% = ROCK inhibitor wells, 0% = DMSO; survival enhancement, % at 20 µM; actives 0.044% (n = 360,000); AID 602274, 2012; in the data active = survival enhancement above about 18%;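 note: cells exposed to compounds for 16 hours before the ATP read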
Granule exo inh = LAMP-1 surface exposure blockers, TALL-104 cells – cell-based, flow cytometry, MLPCN library, primary screen | TALL-104 LAMP-1 surface exposure; cells stimulated with thapsigargin and PMA | inhibition, % at 10 µM | actives 0.66% (n = 360,000) | AID 651702, 2012;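 active = inhibition above about 55%, limit read from the data; inconclusive = no clear call, values can overlap the other calls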
MC4R antag cAMP = MC4R antagonists of cAMP signaling, primary screen, cell-based, TR-FRET, antagonist arm of biased-ligand search. inhibition, % at 6.5 µM. actives 0.48% (n = 360,000). Melanocortin receptor 4 (Homo sapiens), P32245. AID 540295, 2011. MC4R-expressing cells, MTII-stimulated cAMP, LANCE TR-FRET;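 active = inhibition above its plate's cutoff, the mean of tested wells on that plate plus 3 SD, cut at about 29% in these data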;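 note: 0% = Melanotan II alone and 100% = Melanotan II plus saturating MCL0020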
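material = U2OS cells stably expressing human melanocortin 4 receptor (MC4R) | also added = Melanotan II challenge | dosing = single nominal compound dose of 6.5 µM | detection = TR-FRET with Eu-cAMP and labeled anti-cAMP, 671 nm | replication = singlicate | timing = compound 30 min, challenge 1 h, detection 1 h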
m5-HT2A agonist = mouse Htr2a agonists via beta-arrestin recruitment, primary screen, cell-based, luminescence | 5-hydroxytryptamine receptor 2A (Mus musculus), P35363 | CHO-K1 mHTR2A beta-arrestin complementation; percent of 30 µM serotonin response | activation, % at 7.6 µM | actives 0.66% (n = 360,000) | AID 624169, 2012;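 active = activation above a run cutoff, the mean activation of all tested compounds plus 3 SD, cut at about 14% in these data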;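 note: 0% = plate median of compound wells and 100% = 30 µM serotonin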
ABCB6 inh 2 = ABCB6 transporter inhibitors, primary screen, K562-ABCB6 cells, flow cytometry, MLPCN library. K562-ABCB6 porphyrin accumulation, 1 h; stronger effect = lower value. ATP-binding cassette sub-family B member 6 (Homo sapiens), Q9NP58. fluorescence ratio to DMSO, % at 10 µM. actives 0.19% (n = 360,000);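 active = fluorescence ratio to DMSO below 75%, the collection mean minus 3 SD; inconclusive = too few cells collected in the well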;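 note: signal is porphyrin accumulated inside mitochondria; 100% equals median channel fluorescence of DMSO control wells; lower ratio means ABCB6 inhibition with less porphyrin fluorescence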
Glyco luc inh = increase of ERlucT glycosylation luciferase signal, primary screen, N-linked glycosylation inhibitor project, D54 ERlucT cells, luminescence, set 2; D54 ERlucT glycosylation luciferase reporter, 24 h; percent of 100 nM tunicamycin response; reporter increase, % at 12.5 µM; actives 0.23% (n = 360,000); AID 588692, 2011;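 active = mean luciferase reporter signal, scaled so untreated is 0 and the glycosylation-blocking control 100, at or above a set limit in every replicate; inconclusive = mean reaches the limit but not every replicate does; inactive = mean below the limit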;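 note: luciferase carries N-glycosylation sites so blocking glycosylation raises the light; 0% = median of neutral control wells and 100% = median of 100 nM tunicamycin wells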
Cardio protect = cardioprotection against H2O2-induced cell death, primary screen, uHTS, H9c2 cells, ATPLite luminescence. AID 588492, 2011. H9c2 cardiomyocytes, H2O2 injury protection, 2 h. protection from H2O2 cell death, % at 20 µM. actives 0.63% (n = 360,000);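 active = compounds giving at least 50% protection of heart cells from peroxide-induced death in the single-dose screen, raw or plate-pattern-corrected value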;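 note: 0% = DMSO wells with peroxide and 100% = DMSO wells without peroxide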
MC4R barr agon = MC4R agonists recruiting beta-arrestin, primary screen, cell-based, luminescence, agonist arm of biased-ligand search; U2OS MC4R beta-arrestin complementation; percent of melanotan II response, DMSO zero; activation, % at 8.9 µM; actives 0.98% (n = 360,000); AID 540308, 2011;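 active = activation above a per-plate cutoff, the mean activation of sample wells on that plate plus 3 SD, cut at about 8% in these data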
The depositor's hits bear a star; u = inconclusive.

SMILES | ABHD5 PLIN5 PPI | aDG glyco up | hiPSC survival | Granule exo inh | MC4R antag cAMP | m5-HT2A agonist | ABCB6 inh 2 | Glyco luc inh | Cardio protect | MC4R barr agon
O=C(Nc1nnc(-c2ccccc2)s1)c1ccccc1O | -7.7 | 0.1 | -0.2 | 8.8 | 30.7* | -1.2 | 98.0 | 1.8 | -20.3 | 0.8
COc1cccc(Nc2nnc(SCC(=O)N3CCOCC3)s2)c1 | 0.1 | -0.2 | -1.8 | -3.5 | -3.2 | 10.3 | 104.0 | 0.3 | -3.7 | -2.1
CCC1c2ccc(C)n2CCN1C(=O)Nc1cc(Cl)ccc1OC (stereo not drawn) | 9.7 | 0.0 | 1.6 | -4.7 | 7.1 | 0.0 | 131.0 | 0.0 | 2.6 | -0.2
COc1ccc(OCC(=O)Nc2ccccc2-c2ccccc2)cc1 | -0.3 | -0.2 | -0.5 | -2.3 | -1.3 | -6.5 | 87.0 | 12.4 | 4.1 | 2.0
CCCC(=O)Nc1c(C)n[nH]c1C | 1.4 | 0.2 | 1.3 | 5.4 | 1.4 | -2.3 | 92.0 | 1.8 | -2.6 | 0.3
Cc1c(C(=O)O)sc2nc(C)n(C)c(=O)c12 | -9.8 | 0.2 | 5.3 | 0.3 | 19.7 | 2.4 | 96.0 | 1.2 | 5.1 | -0.1
CN(CC(=O)NC1CCCCC1)S(=O)(=O)c1ccc(Cl)cc1 | 3.0 | 0.0 | -4.5 | -0.5 | 0.0 | -2.9 | 93.0 | -1.4 | 3.0 | 0.1
CCOC(=O)C1(CC2CCCCO2)CCN(Cc2nccn2-c2ccc(OC)cc2)CC1 (stereo not drawn) | -7.8 | 0.4 | -0.3 | 1.5 | -2.8 | -3.6 | 96.0 | -1.2 | 1.1 | -2.6
CCc1cc(C(=O)Cc2ccc(F)cc2)c(O)cc1O | -3.3 | -0.2 | 2.7 | 7.9 | 1.8 | 1.9 | 95.0 | -5.5 | -6.3 | 2.4
CCN(CC)S(=O)(=O)c1cc(OC)c(Cl)cc1OC | -0.7 | 0.9 | -2.2 | -5.9 | 10.2 | 1.6 | 96.0 | 0.4 | -4.6 | 0.8
CCOC(=O)/C=C1\CC(=O)Nc2nonc2N1 | -0.2 | -0.2 | -1.5 | 1.5 | -3.3 | -1.0 | 93.0 | -1.3 | -3.3 | -1.4
COC(=O)CN1C(=O)C(O)(CC(=O)c2cccc(Br)c2)c2ccccc21 (stereo not drawn) | -2.1 | 0.5 | 0.8 | -5.8 | 5.9 | 3.8 | 100.0 | 2.8 | 3.4 | -0.2
NC(=O)CSc1nc2scc(-c3ccc(Cl)cc3)c2c(=O)n1Cc1ccccc1 | 3.6 | 0.2 | 1.9 | 1.0 | 12.9 | -5.4 | 99.0 | -5.2 | 1.6 | 8.7*
Cc1ccc(C)c(S(=O)(=O)N2CCN(C(=O)CSc3ccccc3)CC2)c1 | 0.5 | 0.1 | -0.3 | 3.1 | -0.6 | -6.3 | 97.0 | -1.5 | -2.9 | -2.6
C=CCSc1n[nH]c(=O)n1-c1cccc(C(F)(F)F)c1 | -1.6 | 0.0 | -0.4 | 1.6 | -1.0 | -1.8 | 97.0 | 2.4 | 2.4 | -2.7
Cc1ccc(CCC(=O)Nc2ccc(C)c(C)c2)o1 | 2.0 | 0.3 | -0.5 | -1.7 | 4.7 | -7.7 | 118.0 | -2.4 | 5.5 | -1.3
CCc1cc(=O)oc2cc(OC(C)C(=O)O)c(Cl)cc12 (stereo not drawn) | 3.8 | -0.2 | -1.9 | -0.3 | -1.5 | -1.4 | 94.0 | -1.8 | 1.9 | 0.3
CCN(C[C@H]1N[C@@](C)(C(=O)OC)[C@H]2C(=O)N(C)C(=O)[C@@H]12)S(=O)(=O)c1ccc(C(F)(F)F)cc1 | -7.6 | -0.1 | -1.6 | -3.3 | 13.0 | -1.5 | 100.0 | 2.1 | -10.3 | 0.9
CC(C)(C)c1cnnn1-c1ccc(/C=N/Nc2ccc([N+](=O)[O-])cc2)cc1 | -0.9 | 3.4 | -1.9 | 6.6 | 3.2 | 1.0 | 104.0 | -2.8 | -18.3 | -0.3
O=C(Cc1ccc(Cl)cc1)NC1CCS(=O)(=O)C1 (stereo not drawn) | -7.2 | 0.0 | -0.1 | -5.4 | 21.7 | -4.7 | 104.0 | 1.9 | 4.1 | -2.8
O=C(Nc1ccc(N2CCOCC2)cc1N1CCOCC1)c1ncoc1-c1cccc(F)c1 | -0.2 | -0.4 | 0.9 | u | 24.1 | 5.7 | 98.0 | -1.7 | 24.5 | 1.1
Cn1cc(P(=S)(N2CCOCC2)N2CCOCC2)cc1P(=S)(N1CCOCC1)N1CCOCC1 | -0.5 | -0.1 | -0.4 | 1.7 | -1.6 | 6.5 | 97.0 | 3.5 | 6.3 | -1.8
N#CC1=C(SCC(N)=O)NC(=O)CC1c1ccccc1Cl (stereo not drawn) | -5.4 | 0.1 | 0.6 | 0.9 | -4.1 | 9.5 | 99.0 | -3.3 | 10.5 | 1.2
O=C(Nc1cccc(C(F)(F)F)c1)/C(=C/c1ccco1)NC(=O)c1cccs1 | 30.4* | 0.8 | 0.4 | 2.7 | 1.7 | 9.5 | 93.0 | 0.9 | 5.7 | 4.2
O=C1NN=C2CCCCCCCCCCC12 (stereo not drawn) | -2.8 | 0.0 | -3.3 | 2.4 | 10.3 | 3.0 | 104.0 | 0.1 | 0.8 | -0.4
CC[C@@H](C)[C@@H](C(=O)N1CCN(C(=O)OC(C)(C)C)CC1)n1cc(CCCCNC(=O)OC(C)(C)C)nn1 | 0.6 | -0.1 | -0.5 | -21.5 | 10.4 | 11.6 | 97.0 | -0.3 | -3.4 | -1.4
Cc1c(NC2=NC3(CCCCC3)Cc3ccccc32)c(=O)n(-c2ccccc2)n1C | 2.1 | 0.0 | 6.2 | 4.5 | 8.9 | -0.3 | 104.0 | 3.2 | -3.2 | 1.0
Cc1ccc(C)c(N2CCN(S(=O)(=O)c3cc4c(cc3Cl)NC(=O)CO4)CC2)c1 | -0.8 | 0.4 | -0.8 | 1.2 | -1.6 | -2.1 | 98.0 | -2.9 | -3.5 | -0.9
O=C(CSC1=Nc2ccccc2C2CC=NN12)Nc1ccc(F)cc1Cl (stereo not drawn) | 7.8 | 0.7 | -0.4 | 9.2 | -15.8 | 3.7 | 92.0 | -3.8 | -7.8 | 25.6*
COc1ccccc1NC(=O)CSC(N)=O | -7.8 | -0.2 | 1.8 | 4.2 | 5.0 | -5.8 | 104.0 | 4.4 | 2.0 | -1.4
C/C(=N\NC(=O)c1nn(C)cc1Br)c1ccc(NC(=O)c2ccncc2)cc1 | 0.9 | 0.2 | 3.5 | 3.4 | -8.3 | -1.8 | 97.0 | 1.3 | 5.2 | -4.4
COc1ccc(/C=C/C(=O)Oc2cc(O)cc(O)c2)cc1 | 0.8 | 0.1 | 1.7 | -4.6 | -0.5 | 1.5 | 101.0 | 0.9 | -5.2 | -2.0
CS(=O)(=O)Nc1cc2c3c(c1)CCC(=O)N3CCC2 | 1.8 | -0.1 | 0.9 | -1.3 | 5.2 | -3.5 | 98.0 | 0.8 | 0.5 | -1.3
CCN1CCN(C(=O)c2cc(-c3ccco3)nc3ccccc23)CC1 | -3.7 | 0.1 | 4.1 | -7.4 | -11.8 | -9.1 | 100.0 | 0.5 | 1.5 | 1.0
COc1cccc(NC(=O)CN(C)C(C)C(=O)Nc2ccc(C(C)=O)cc2)c1 (stereo not drawn) | 2.6 | -0.1 | -1.0 | -0.7 | 0.4 | -3.4 | 90.0 | 3.1 | 3.0 | -1.4
CCO[C@@H]1OC(C(=O)O)=C[C@H](c2ccc3c(c2)OCO3)[C@H]1CCCO | -3.2 | -0.1 | 16.1 | -6.2 | -0.3 | -3.9 | u | 2.5 | 0.2 | 0.2
CCOC(=O)c1nn(-c2ccccc2)c2nnc(Cc3ccc(C)cc3)c(=O)n12 | -2.9 | -0.4 | 1.8 | 13.9 | 4.0 | 2.2 | 95.0 | 0.5 | -2.5 | -1.9
O=C(NNC(=O)c1csc(-c2cccnc2)n1)Nc1ccc(Cl)cc1 | 2.1 | -0.2 | -0.1 | -2.2 | 4.2 | -3.9 | 99.0 | 0.9 | 0.6 | -1.1
CCOc1ccc(C2N(c3ccc(F)cc3)C(=O)C3CCCN32)cc1 (stereo not drawn) | 0.5 | 0.1 | -0.4 | -1.1 | 4.0 | 10.2 | 110.0 | -0.2 | 15.2 | -1.7
CCCS(=O)(=O)NC(=O)C1(C)CCCN(C(=O)c2ccc(F)cc2Cl)C1 (stereo not drawn) | 4.9 | -0.3 | 0.6 | -3.2 | -2.4 | -0.3 | 95.0 | 0.2 | -2.9 | 0.5
CC(C)NC(=O)/C(=C\c1cccc([N+](=O)[O-])c1)NC(=O)c1ccccc1 | 3.7 | -0.1 | 2.3 | -4.4 | 12.2 | 6.1 | 102.0 | 2.7 | -3.0 | -1.4
COc1cccc(CNC(=O)C2CCN(S(=O)(=O)c3ccc4c(c3)NC(=O)CO4)CC2)c1 | 6.4 | 0.2 | 0.2 | 0.1 | -0.1 | -1.6 | 97.0 | 0.9 | -5.1 | 0.1
CCN(CC)S(=O)(=O)c1ccc(-n2c(=O)c(C(C)C)c(C)n2C)cc1 | -0.8 | 0.0 | -0.5 | -0.2 | 16.8 | 2.4 | 95.0 | -0.5 | -14.8 | 0.1

Only ABCB6 inh 2 and hiPSC survival, for some of the entries so far:
Structure	ABCB6 inh 2	hiPSC survival
COc1cccc(CNC(=O)C2CCN(S(=O)(=O)c3ccc4c(c3)NC(=O)CO4)CC2)c1	97.0	0.2
CCN(CC)S(=O)(=O)c1ccc(-n2c(=O)c(C(C)C)c(C)n2C)cc1	95.0	-0.5

Three entries from above, sorted by the number in MC4R antag cAMP, high to low:
Molecule,ABHD5 PLIN5 PPI,aDG glyco up,Granule exo inh,MC4R antag cAMP,m5-HT2A agonist,ABCB6 inh 2,Glyco luc inh,MC4R barr agon
CS(=O)(=O)Nc1cc2c3c(c1)CCC(=O)N3CCC2,1.8,-0.1,-1.3,5.2,-3.5,98.0,0.8,-1.3
COc1cccc(NC(=O)CN(C)C(C)C(=O)Nc2ccc(C(C)=O)cc2)c1 (stereo not drawn),2.6,-0.1,-0.7,0.4,-3.4,90.0,3.1,-1.4
CCCS(=O)(=O)NC(=O)C1(C)CCCN(C(=O)c2ccc(F)cc2Cl)C1 (stereo not drawn),4.9,-0.3,-3.2,-2.4,-0.3,95.0,0.2,0.5
